Assay outcomes as filed in PubChem BioAssay.
GPR55 activation: GPR55 agonists via beta-arrestin recruitment, primary screen, imaging, U2OS cells, beta-arrestin-GFP redistribution (AID 1961) | U2OS GPR55 beta-arrestin-GFP redistribution imaging; higher % means a stronger effect | activation, % at 10 µM, or EC50 in µM where a hit was titrated | 290,000 compounds, 0.048% hits;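 active means activation above 40% with more than 50 cells counted in the well; inconclusive means wells holding fewer than 50 cells, flagged as toxic or sparse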;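 further: U2OS osteosarcoma cells stably expressing GPR55 and beta-arrestin-GFP; plate controls were DMSO negative control for no effect and LPI positive control for full effect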
Yfh1-off respiration: enhancers of respiration in Yfh1-depleted yeast, dose response, Friedreich's ataxia, plus single-dose screen (AID 1465). S. cerevisiae Yfh1-off respiration, WST-1 reduction, 72 h; higher fold induction means a stronger effect. one-dose fold induction at 50 µM; EC50 in µM for titrated hits. 220,000 compounds, 0.074% hits;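 active means fold induction of absorbance versus untreated yeast above a set limit, then at least 30% activation at any dose in follow-up; inconclusive means repeats straddling the limit, or above it without dose testing; inactive means fold induction below the set limit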;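 further: activators that raise dye reduction in frataxin-depleted yeast; strong numbers were not always called active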
AID2073: inhibitors of Mint1-CaV2.2 protein interaction, biochemical, HTRF (AID 2073) | 290,000 compounds, 0.19% hits | inhibition, % at 20 µM; hits with a dose series show IC50 in µM | Voltage-dependent N-type calcium channel subunit alpha-1B (Homo sapiens) | HTRF protein-protein interaction, Mint1-CaV2.2; higher % means a stronger effect; in the data active means inhibition mostly above about 51%, no sharp cut-off; inconclusive means no clear call, values can overlap the other calls; inactive means mostly below about 53%; further: some results filed as inactive read as strong as hits
Large T inhibition: SV40 large T antigen inhibitors, biochemical (AID 1903) | SV40 large T antigen ATPase/helicase inhibition assay; higher % means a stronger effect | one-dose inhibition, % at 20 µM; IC50 in µM for titrated hits | 310,000 compounds, 0.39% hits; in the data active means a potency from the dose series; inconclusive means inhibition mostly from about 32% at the one dose, without a potency; inactive means the rest, 99 in 100 with inhibition below about 32%; further: strong numbers were not always called active
NTR1 agonist: agonists of NTR1, primary screen, imaging, U2OS cells, beta-arrestin-GFP, high content (AID 493036); Neurotensin receptor type 1 (Homo sapiens), P30989; NTR1-U2OS beta-arrestin-GFP spot imaging, agonist mode; activation, % at 20 µM; 330,000 compounds, 0.17% hits;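 active means activation at or above 40% of the spot to cytoplasm intensity ratio, with at least 20 cells analyzed; inconclusive means wells under 20 cells, flagged as cytotoxic or low count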;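 further: 0% = DMSO without peptide and 100% = 100 nM NTR1 peptide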
Target sequence (P30989 whole entry, looked up): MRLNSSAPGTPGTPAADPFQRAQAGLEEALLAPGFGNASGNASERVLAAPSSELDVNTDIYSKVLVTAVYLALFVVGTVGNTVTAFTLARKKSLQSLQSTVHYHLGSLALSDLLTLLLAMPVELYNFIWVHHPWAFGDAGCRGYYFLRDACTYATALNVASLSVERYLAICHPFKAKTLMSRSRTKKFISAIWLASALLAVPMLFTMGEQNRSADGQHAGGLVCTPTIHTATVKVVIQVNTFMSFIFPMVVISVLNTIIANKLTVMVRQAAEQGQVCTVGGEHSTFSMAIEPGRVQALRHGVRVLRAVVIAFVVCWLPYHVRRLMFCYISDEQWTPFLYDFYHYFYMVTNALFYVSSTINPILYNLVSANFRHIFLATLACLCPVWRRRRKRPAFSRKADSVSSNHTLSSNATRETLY
MgcRacGAP inhibition: MgcRacGAP GTPase-activating activity inhibitors, confirmation, biochemical, ADP Hunter fluorescence. Rac GTPase-activating protein 1 (Homo sapiens). MgcRacGAP-stimulated Rac1 GTP hydrolysis, ADP Hunter fluorescence; higher % means a stronger effect; GST-tagged Rac1 F28L mutant substrate. inhibition, % at 30 µM, or IC50 in µM where a hit was titrated. 340,000 compounds, 0.6% hits. AID 624330, 2012;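 active means first-screen hits whose inhibition reached a set limit at any dose in the follow-up dose series; inconclusive means inhibition above the set first-screen limit but never retested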;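 further: fluorescence reports GDP produced by GAP-driven GTP hydrolysis; strong numbers were not always called active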
NS5 inhibitors: Dengue-2 NS5 methyltransferase inhibitors, primary screen, biochemical, confirmation dose response (AID 588689). Genome polyprotein (Dengue virus type 2 (strain 16681-PDK53)). Dengue-2 NS5 methyltransferase capping enzyme assay, biochemical; higher % means a stronger effect. one-dose inhibition, % at 25 µM; IC50 in µM for titrated hits. 340,000 compounds, 0.3% hits; in the data active means a potency from the dose series; inconclusive means inhibition above about 29% without an active follow-up result
GPR35 antagonists: GPR35 antagonists blocking zaprinast-driven arrestin recruitment, primary screen, imaging, U2OS, beta-arrestin-GFP, zaprinast agonist (AID 2058) | G-protein coupled receptor 35 (Homo sapiens) | U2OS GPR35 beta-arrestin-GFP translocation imaging, zaprinast antagonism; higher % means a stronger effect | inhibition, % at 10 µM; hits with a dose series show IC50 in µM | 290,000 compounds, 0.052% hits;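 active means inhibition of at least 50% with at least 30 cells and total cytoplasm GFP at most 10,000,000; inconclusive means under 30 cells or total GFP of 10,000,000 plus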
GPR55 LPI antagonism: GPR55 antagonists blocking LPI-driven arrestin recruitment, primary screen, imaging, U2OS, beta-arrestin-GFP, LPI agonist (AID 2013) | one-dose inhibition, % at 10 µM; IC50 in µM for titrated hits | G-protein coupled receptor 55 (Homo sapiens) | 290,000 compounds, 0.13% hits | U2OS GPR55 beta-arrestin-GFP translocation imaging, LPI antagonism; higher % means a stronger effect;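 active means spots per cell inhibited over 60%, with over 100 cells counted and total cytoplasm intensity under 500,000; inconclusive means wells with under 100 cells, flagged as likely toxic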;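 further: U2OS cells stably carrying GPR55 and arrestin-GFP stimulated by 5 µM LPI near EC80; imaged beta-arrestin-GFP aggregate spots per cell after agonist stimulation; plate controls were LPI-stimulated DMSO wells for no effect and DMSO wells without LPI for full effect; some results filed as inactive read as strong as hits; confirmed hits need IC50 under 10 µM and bright autofluorescent wells are also inconclusive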
NTR1 agonist cell count 20 µM: also measured in NTR1 agonist; calls as there; cell count; measured here: cell count, cytotoxicity flag
* hit, by the source's call; i = inactive; ? = inconclusive; / = not tested or not shown; & = joins results of further samples. Some of the compounds tested. The share of hits here may be higher or lower than overall.

SMILES	GPR55 activation	Yfh1-off respiration	AID2073	Large T inhibition	NTR1 agonist	NTR1 agonist cell count 20 µM	MgcRacGAP inhibition	NS5 inhibitors	GPR35 antagonists	GPR55 LPI antagonism
Clc1ccc(N2CCNCC2)nn1	0.9%	i	0%	21%	1.0	51	5%	-3%	4%	6%
O=c1c2ccccc2nc(/C=C/c2ccc([N+](=O)[O-])o2)n1-c1ccc(O)cc1	0.5%	i	17%	6%	2.3	94	/	/	-7%	6%
Cn1c(O)c(C=NC2CCN(Cc3ccccc3)CC2)c(=O)n(C)c1=O	/	/	/	5%	-0.6	73	6%	-9%	/	/
c1ccc(-c2nnc(C3CC(c4cccnc4)=NO3)o2)cc1 (stereo not given)	-0.1%	i	8%	3%	-4.2	99	-1%	-4%	38%	4%
CCOP(=O)(OCC)Oc1cc(C)c(N(C)C)c(C)c1	-0.1%	i	13%	6%	/	/	10%	-8%	8%	3%
Oc1ccc(C[C@H]2NCCc3cc(O)c(O)cc32)cc1O	0.0%	/	-56%	9.1µM*	-1.8	85	7%	-3%	-2%	-1%
COc1cccc(CNC(=O)CCC(=O)N2C[C@H]3C[C@H](C2)c2cccc(=O)n2C3)c1OC	0.2%	/	-1%	-1%	-3.4	97	-1%	1%	17%	3%
O=c1[nH]c(O)c(C=Nc2ccc(Cl)c(C(F)(F)F)c2)c(=O)[nH]1	-0.1%	/	29%	-1%	0.7	50	11%	-2%	-6%	-21%
Cc1c(N)c(=O)n(-c2ccccc2)n1C	/	/	/	1%	-1.3	43	11%	-1%	/	/
CC(C)Cc1[nH]c(=O)c(C#N)c2c1CCC2	0.0%	i	10%	5%	-1.0	60	4%	-10%	4%	11%
C/C(=N\NC(=O)c1ccccc1)c1c(O)n(C2CCCCC2)c(=O)[nH]c1=O	-0.1%	/	1%	-2%	-0.2	64	4%	4%	3%	6%
O=C(c1ccc2c(c1)N(Cc1ccccc1)CCS2)N1CCC2(CC1)OCCO2	-0.2%	/	30%	11%	0.4	65	5%	4%	6%	3%
Cc1ccccc1NC(=O)NCCN1CC1	0.4%	i	6%	3%	-1.5	53	15%	-3%	-2%	4%
O=c1[nH]c(=O)n(C2CCCCC2)c(O)c1/C=C/C=Nc1ccccc1	0.0%	i	-11%	10%	4.2	51	12%	-46%	-9%	2%
O=C(COc1ccccc1)NCCc1cnc[nH]1	0.4%	/	-2%	4%	-0.7	77	/	-11%	-4%	-1%
Cc1c(C)c2ccc(OCC(=O)N3C[C@H]4C[C@@H](C3)c3cccc(=O)n3C4)cc2oc1=O	-0.1%	/	5%	/	2.5	102	-4%	0%	-5%	-2%
COCCOC(=O)c1c(N)n(Cc2ccc(OC)cc2)c2nc3ccccc3nc12	-0.1%	i	20%	1%	-1.2	57	0%	/	-5%	1%
Cn1cnc([N+](=O)[O-])c1Sc1ccc([N+](=O)[O-])cc1	0.3%	i	23%	10%	2.0	42	9%	-9%	2%	-3%
CCN1CCN(Cc2cc(Br)ccc2O)CC1	-0.1%	i	9%	-3%	-1.7	79	4%	-7%	0%	-2%
COc1ccc(CN2CCN(C(=O)COc3ccc4ccccc4c3)CC2)c(OC)c1	-0.1%	/	-6%	9%	0.4	41	8%	-5%	3%	-9%
O=C1NC(=S)NC(=O)C1=Cc1ccc(OCC(=O)N2CCCC2)cc1	0.4%	/	-17%	18%	-1.0	62	17%	20%	16%	-7%
O=[N+]([O-])O[C@H]1CO[C@H]2[C@@H]1OC[C@H]2O[N+](=O)[O-]	/	/	/	13%	-2.0	63	6%	-2%	/	/
O=[N+]([O-])c1ccc(N2CCCCCC2)c2ncccc12	0.2%	i	-4%	-3%	6.8	76	1%	5%	15%	6%
Cc1cccc(CCNCc2cc3cccc(C)c3[nH]c2=O)c1	0.4%	/	-2%	6%	1.3	66	2%	-3%	0%	-3%
C/C(=N/OC(=O)N(C)C)c1ncc(C(F)(F)F)cc1N1CCOCC1	-0.1%	i	7%	-8%	0.8	55	5%	-2%	0%	12%
O=c1c2ccccc2nc(CN2CCOCC2)n1-c1ccccc1F	0.1%	i	-1%	1%	-0.8	86	5%	-9%	8%	4%
O=C(C1CC(c2ccc(F)cc2)=NO1)N1CCC2(CC1)OCCO2 (stereo not given)	-0.1%	i	-3%	4%	0.2	82	11%	3%	-9%	7%
C#CCN1CCN(c2ccc(F)cc2)CC1	0.6%	i	-3%	5%	1.6	48	9%	-6%	-1%	3%
CCCCC(=O)N/N=C/c1c(O)n(Cc2ccco2)c(=O)[nH]c1=O	-0.1%	i	10%	46%	1.3	50	13%	-19%	26%	12%
COc1cc(CN2C(=O)NC(=O)C3(Cc4cc(C)ccc4N(C)C3)C2=O)cc(OC)c1 (stereo not given)	-0.1%	i	-10%	13%	1.6	56	4%	8%	-12%	9%
O=C(c1ccccc1F)c1cn(CC(=O)N2CCCC2)c2ccccc12	-0.1%	i	10%	12%	0.7	60	4%	-4%	6%	-14%
Cc1ccc(N2C(=O)NC(=O)C(CCc3ccccn3)(Cc3ccc(F)cc3)C2=O)cc1 (stereo not given)	0.2%	i	-2%	3%	-0.4	57	3%	2%	10%	16%
Cc1ccc(CN2CCCN(Cc3ccc(Cl)cc3)S2(=O)=O)cc1	0.0%	/	5%	7%	1.1	84	6%	4%	4%	-13%
O=CC(Cl)P(=O)(N1CCOCC1)N1CCOCC1 (stereo not given)	-0.1%	i	1%	-3%	-0.4	45	-18%	4%	7%	10%
COC(=O)C(O)(c1ccc(NC(=S)NC(=O)c2ccc(Cl)cc2Cl)c(C)c1)C(F)(F)F (stereo not given)	0.0%	i	-6%	4%	15	72	5%	2%	5%	61%
FC(F)(F)c1ccc(CNCCc2ccc3c(c2)OCO3)cc1	-0.1%	/	40%	8%	3.8	73	21%	-1%	9%	-7%
COc1ccc(NC(=O)N2CCC3(CC2)OCCO3)c(OC)c1	0.3%	i	-9%	8%	-1.9	69	6%	-6%	20%	17%
O=C1CC(C(=O)N2CCC3(CC2)OCCO3)CN1CCc1ccccc1 (stereo not given)	-0.1%	i	-5%	17%	0.4	28	4%	-2%	-12%	13%
CC(C)n1c(=O)c(C=Nc2ccc(Cl)cc2)c(O)n(Cc2ccco2)c1=O	0.3%	i	63%	22%	0.3	77	/	/	0%	11%
COc1ccc(C)cc1NC(=O)c1c(C)nn(Cc2ccccc2)c1Cl	-0.1%	i	15%	2%	8.7	78	17%	-4%	14%	-14%
CNS(=O)(=O)c1ccc(N=Cc2c(O)n(-c3ccccc3)c(=O)[nH]c2=O)cc1	-0.6%	i	10%	4%	-0.8	40	-4%	-56%	2%	-5%
Cc1ccc(-c2cc(C(F)F)n3ncc(C(=O)N4CCC5(CC4)OCCO5)c3n2)cc1	-0.1%	i	21%	4%	6.0	51	5%	-13%	-6%	3%
Fc1cccc(F)c1CN1CCN(Cc2c(F)cccc2F)CC1	-0.2%	i	1%	-4%	-2.1	82	1%	-6%	-4%	4%
Brc1ccccc1	0.0%	i	8%	9%	-0.1	100	6%	-8%	-2%	-2%
O=C(Nc1ccc(F)cc1)c1c(O)c2c(n(Cc3ccccc3)c1=O)CCCC2	0.1%	i	-6%	6%	-1.6	81	8%	-1%	?	1%
O=C(O)c1ccc(/C=C/c2nc3ccccc3c(=O)n2-c2ccc(Br)cc2)cc1	0.2%	/	13%	5%	1.0	60	9%	6%	-15%	-13%
CCCC(=O)Nc1cc(C(=O)N2CCC3(CC2)OCCO3)ccc1S(=O)(=O)c1ccc(C)cc1	0.1%	i	-6%	-6%	-0.2	79	1%	0%	-17%	20%
C=Cn1ccnc1P(=S)(c1ccn(C)c1)c1nccn1C=C	0.6%	i	2%	-3%	0.0	45	9%	-8%	-4%	-3%
O=c1[nH]c(=O)n(CCC2=CCCCC2)c(O)c1C=NCCCn1ccnc1	-0.2%	i	-9%	3%	-1.6	25	11%	1%	10%	3%
Cc1ccccc1N1C(=O)NC(=O)/C(=C\c2cnn(-c3ccccc3)c2)C1=O	-0.8%	i	6%	45µM*	32	55	118µM*	>100µM*	-4%	-1%
CC12CC(c3ccccc3O1)C(C(=O)OCc1ccccc1)C(=O)N2 (stereo not given)	0.4%	i	14%	7%	2.1	76	-2%	3%	17%	0%
O=[N+]([O-])c1ccc(C2[C@H]3C(c4ccccc4)=NC4(CCCC4)N23)cc1 (stereo not given in full)	-0.5%	i	13%	-3%	-0.8	95	4%	-17%	-8%	7%
C=CCN1C(=O)NC(=O)/C(=C/c2ccc(OCC(=O)Nc3ccc(C)cc3)cc2)C1=O	0.3%	/	17%	11%	0.3	50	7%	13%	14%	-3%
COc1ccccc1-n1c(-c2ccoc2)nc2ccccc2c1=O	0.2%	i	0%	-7%	0.0	56	15%	-1%	-15%	4%
Cc1ccccc1-n1c(O)c(C(c2ccncc2)c2c(O)n(-c3ccccc3C)c(=O)[nH]c2=O)c(=O)[nH]c1=O	-0.1%&-0.2%	i	18%&16%	20%&12%	0.0&-1.0	46&32	16%	6%	20%&-13%	8%&-5%
Cc1cccc(-n2c(-c3ccco3)nc3ccccc3c2=O)n1	-0.2%	i	-5%	7%	1.2	42	11%	-1%	-1%	-6%
CC1(c2ccccc2)NCCN2C(=O)CSC21 (stereo not given)	0.0%	i	5%	-11%	-1.1	69	4%	-6%	1%	10%
C=C(C)CN1CC[C@]23c4c5ccc(O)c4O[C@H]2c2[nH]c4ccccc4c2C[C@@]3(O)C1C5	-0.5%	i	-8%	26%&7%	/	/	/	/	-22%	-11%
O=C(c1cc2c(s1)CCCCCC2)N1CCC2(CC1)OCCO2	0.6%	i	3%	1%	-0.3	74	-3%	2%	5%	13%
CC(C(=O)c1c[nH]c2ccccc12)N1CCc2ccccc2C1 (stereo not given)	-0.2%	i	0%	19%	0.7	50	8%	6%	-12%	1%
COC(=O)C1=C(c2cccc(OC)c2OC)C[C@@H]2CC[C@H]1N2C(=O)NCc1ccc(F)cc1	/	i	/	1%	8.6	82	-2%	5%	/	/
